POLK inh: qHTS for Inhibitors of Polymerase Kappa; Potency, µM (top dose mostly 107 µM), for inactives: at the highest dose activity, negative = inhibition, most hits filed as inhibitors; hit rate 0.53% among 400,000; AID 588579, 2011; purified Pol kappa, fluorescent DNA synthesis assay, 10 min; also: potency is read from the fitted curve at half-maximal effect; % is scaled to controls: 0 for no effect and ±100 for the full control effect
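Pol kappa 10 nM + cpd, 15 min RT; start w/ substrate 50 nM final; fluorescence kinetic read, 0 and 10 min. Neg ctrl: buffer, no enzyme.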
LDHA inh: qHTS assay for inhibitors of human lactate dehydrogenase. L-lactate dehydrogenase A chain (Homo sapiens), P00338. purified LDHA, NADH/diaphorase-resazurin fluorescence; hits give low values. activity change, % (values are at about 110 or 230 µM). hit rate 0.15% among 480,000. AID 1347041, 2019; in the data active = activity change below about -30%; inconclusive = mostly about -25% to -30%;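 also: plate controls were DMSO wells for no effect and wells without enzyme for full effect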
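LDH5 2 nM; NADH 0.06 mM, pyruvate 0.2 mM; 200 mM Tris pH 7.4, EDTA, Tween-20; 5 min RT. Detection: diaphorase 0.133 mg/mL + resazurin 37 µM, fluorescence ex540/em590 at 0 and 20 min; normalized to enzyme-free and DMSO wells.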
APEX1 inh: qHTS Assay for Inhibitors of the Human Apurinic/apyrimidinic Endonuclease 1 (APE1); Potency, µM (doses to about 65.8 µM), for the others: top-dose activity change, negative = inhibition, most hits filed as inhibitors; recombinant APE1, TAMRA/BHQ-2 abasic DNA cleavage fluorescence; DNA repair nuclease/redox regulator APEX1 (Homo sapiens), P27695; hit rate 0.35% among 350,000;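 also: potency is read from the fitted curve at half-maximal effect; plate controls were vehicle for no effect and reference inhibitor for full effect; nearly all actives have a fitted effect of over 55% in size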
Target sequence (P27695 whole entry, looked up): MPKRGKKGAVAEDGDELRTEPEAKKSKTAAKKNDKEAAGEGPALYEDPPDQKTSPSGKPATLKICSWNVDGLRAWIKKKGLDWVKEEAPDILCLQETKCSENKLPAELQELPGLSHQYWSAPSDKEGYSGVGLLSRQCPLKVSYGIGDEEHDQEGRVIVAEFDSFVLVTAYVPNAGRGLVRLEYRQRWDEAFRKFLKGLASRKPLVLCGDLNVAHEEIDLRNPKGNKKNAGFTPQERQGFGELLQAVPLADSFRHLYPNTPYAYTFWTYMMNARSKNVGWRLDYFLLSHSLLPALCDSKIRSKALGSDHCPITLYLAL
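Activity was derived from the fluorescence gain between first and third kinetic reads (60 s intervals, ex 525/em 598 nm) after 50 nM THF-abasic TAMRA/BHQ-2 duplex was added to 0.75 nM APE1 preincubated 15 min with compound.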
Anesthetic bind: qHTS Assay for Identification of Novel General Anesthetics; apoferritin/1-aminoanthracene competitive binding, fluorescence; Ferritin light chain (Equus caballus), P02791; Potency, µM (doses to about 77.5 µM), without a hit: at the highest dose activity change, negative = displacement, actives largely listed as inhibitors; hit rate 0.074% among 350,000; also: potency is read from the fitted curve at half-maximal effect; % is scaled to controls: 0 for no effect and ±100 for the full control effect; nearly all actives have a fitted effect of over 20% in size
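10 uM apoferritin + 50% sat. 1-AMA, PBS; cpd 10 min RT; Ex380/Em535 endpoint; normalized to free probe vs complex; 4-param Hill fit; propofol titration as pos. ctrl.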
POLH inh: qHTS for Inhibitors of Polymerase Eta; hit rate 1.2% among 390,000; recombinant Pol eta, fluorescent DNA replication assay; Potency, µM (doses to about 114 µM), inactives show top-dose activity change, negative = inhibition, hits mostly inhibitors; DNA polymerase eta (Homo sapiens), Q9Y253; also: potency is read from the fitted curve at half-maximal effect; % is scaled to controls: 0 for no effect and ±100 for the full control effect
Target sequence (Q9Y253 whole entry, looked up): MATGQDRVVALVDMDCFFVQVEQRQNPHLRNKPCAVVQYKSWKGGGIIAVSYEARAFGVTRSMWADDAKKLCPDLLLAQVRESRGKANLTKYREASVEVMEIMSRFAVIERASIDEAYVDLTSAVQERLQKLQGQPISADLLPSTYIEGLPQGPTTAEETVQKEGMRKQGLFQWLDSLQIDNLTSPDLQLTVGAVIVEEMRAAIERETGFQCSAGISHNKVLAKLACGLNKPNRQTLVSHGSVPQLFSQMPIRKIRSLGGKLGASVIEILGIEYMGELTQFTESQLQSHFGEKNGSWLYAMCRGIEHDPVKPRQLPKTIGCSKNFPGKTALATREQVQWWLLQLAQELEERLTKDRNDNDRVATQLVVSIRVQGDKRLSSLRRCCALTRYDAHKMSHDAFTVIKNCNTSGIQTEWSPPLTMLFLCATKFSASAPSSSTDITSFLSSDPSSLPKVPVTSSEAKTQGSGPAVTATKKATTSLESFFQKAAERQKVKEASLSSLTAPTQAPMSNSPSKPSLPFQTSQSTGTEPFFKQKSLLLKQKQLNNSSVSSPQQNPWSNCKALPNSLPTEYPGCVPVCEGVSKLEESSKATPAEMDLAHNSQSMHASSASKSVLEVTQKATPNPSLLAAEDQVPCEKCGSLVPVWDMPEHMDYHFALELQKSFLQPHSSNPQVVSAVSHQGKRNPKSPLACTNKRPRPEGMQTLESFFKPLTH
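Pol eta at 10 nM preincubated with compounds 15 min at room temperature; reaction started with fluorescent substrate (50 nM final) and read kinetically at 0 and 10 min.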
Glioma ERSR ind: qHTS for Inducers of the Endoplasmic Reticulum Stress Response (ERSR) in Human Glioma: qHTS; U87-MG GRP78 promoter luciferase reporter, 16 h; Potency, µM, for the others: top-dose activation, actives largely listed as activators; hit rate 0.02% among 420,000; AID 602332, 2012; also: potency is read from the fitted curve at half-maximal effect; series mostly up to about 76 µM; % of control where 0% means no effect; nearly all actives have a fitted effect of over 35% in size
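Stably transfected U87-MG human glioma cells carrying a GRP78-based luminescent sensor were seeded at 1000 cells/well, pin-dosed with compounds and incubated 16 h. Luciferase reagent was then added, and end-point luminescence was read after 10 min at room temperature.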
Pol beta inh: qHTS Assay for Inhibitors of DNA Polymerase Beta; P06746; Pol beta primer extension/strand displacement, fluorescence kinetic; Potency, µM (top dose mostly 114 µM), without a hit: at the top dose activity change, negative = inhibition, most hits filed as inhibitors; hit rate 1.3% among 340,000; AID 485314, 2010; also: potency is read from the fitted curve at half-maximal effect; % is scaled to controls: 0 for no effect and ±100 for the full control effect
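Values derive from four-parameter Hill fits of normalized kinetic data: reads at 0 and 10 min following addition of 50 nM substrate to 10 nM Pol beta preincubated 15 min with compound.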
Pol iota inh: qHTS for Inhibitors of Polymerase Iota | DNA polymerase iota (Homo sapiens), Q9UNA4 | Pol iota fluorescent replication assay, 10 min | Potency, µM (top dose mostly 115 µM), without a hit: at the top dose activity, negative = inhibition, usual class: inhibitors | hit rate 1% among 390,000; also: potency is read from the fitted curve at half-maximal effect
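Fluorescent replication assay read twice, at 0 min and 10 min after adding 50 nM (final) substrate. Enzyme (10 nM) and compounds were first incubated 15 min at room temperature; enzyme-free buffer wells were negative controls.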
BLM inh: qHTS Assay for Inhibitors of Bloom's syndrome helicase (BLM); RecQ-like DNA helicase BLM (Homo sapiens), P54132; recombinant BLM DNA unwinding, fluorescence dequenching; Potency, µM (series often up to 56.1 µM), without a hit: at the highest dose activity change, negative = inhibition, most hits filed as inhibitors; hit rate 0.2% among 350,000;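 also: potency is read from the fitted curve at half-maximal effect; plate controls were vehicle for no effect and no enzyme for full effect; nearly all actives have a fitted effect of over 35% in size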
The depositor's hits bear a star; ? = inconclusive; / = no result given; & = joins results of further samples; [ ] = dose if it differs, or a comment. Unless noted, calls follow the shape of the dose curve; as a rule, active = well fitted curve in the direction sought with a large enough effect; inconclusive = small, poorly fitted or top-dose-only effect, or another doubt; inactive = no such curve, though single readings can be large; an effect the other way counts as inactive or inconclusive. An excerpt. The share of hits here may be higher or lower than overall.

Screens by letter: A = POLK inh; B = LDHA inh; C = APEX1 inh; D = Anesthetic bind; E = POLH inh; F = Glioma ERSR ind; G = Pol beta inh; H = Pol iota inh; I = BLM inh
> CCOC(=O)c1c(C)[nH]c(C)c1C(=O)COC(=O)c1cccc(S(=O)(=O)N(CC)CC)c1
  A: -8% | B: -1 | C: -7% | D: ? | E: -1% | F: -4% | G: -6% | H: -7% | I: -10%
> Nn1c(SCC(=O)NC2CCCCCC2)nnc1C(F)(F)F
  A: -7% | B: -4 | C: -7% | D: / | E: -5% | F: 0% | G: / | H: 22% | I: /
> Cc1cc2oc(=O)cc(CN(C)Cc3ccccc3Cl)c2cc1C
  A: -2% | B: -9 | C: 42%[activator] | D: -5% | E: 2% | F: -1% | G: -16% | H: 1% | I: -7%
> COc1ccc(CNC(=O)COC(=O)CCOc2ccc(C)cc2)cc1
  A: -24% | B: -4&-3 | C: 5% | D: / | E: 0% | F: -4% | G: / | H: ? | I: /
> CCn1nc(C)c(CNC(=O)CCc2nnc(-c3ccc(C(C)=O)s3)o2)c1C
  A: 4% | B: 1 | C: -1% | D: -14% | E: -3% | F: -5% | G: 95% | H: 12% | I: 2%
> CCCCNC(=O)c1ccc2c(=O)n(CCCOCC)c(=S)[nH]c2c1
  A: -15% | B: 0 | C: 0% | D: -7% | E: -6% | F: 0% | G: 22% | H: 2% | I: 0%
> Cc1cc(C(F)(F)F)nc(CCNCc2c(C(=O)N3CCCC3)nc3ccccn23)n1
  A: -6% | B: 1 | C: 15% | D: -10% | E: -7% | F: -4% | G: 30% | H: 20% | I: -2%
> Cc1cc(C)cc(N(C(=O)c2csnn2)C(C(=O)NC2CCCC2)c2cccnc2)c1 (stereo unspecified)
  A: -6% | B: 4 | C: 35% | D: -12% | E: -5% | F: -7% | G: 1% | H: 89%[activator] | I: 1%
> N#CCc1nc2n(n1)Cc1ccccc1-2
  A: -5%[60.1 µM] | B: -7 | C: 9% | D: -5% | E: -7% | F: 0% | G: -3% | H: ? | I: -2%
> Cn1cc(C(=O)c2cccc(Cl)c2)cc1C#N
  A: -17% | B: 1 | C: 5% | D: -16% | E: 8% | F: 3% | G: 7% | H: 11% | I: 2%
> Cc1ccc(C(C)NC(=S)NCc2ccc(F)cc2)cc1C (stereo unspecified)
  A: -9% | B: -2 | C: -2% | D: -11% | E: -23% | F: -5% | G: -11% | H: 9% | I: -9%
> CN(C)C(CNC(=O)c1cc(-c2ccco2)nc2ccccc12)c1ccccc1 (stereo unspecified)
  A: 25µM* | B: 2 | C: -3% | D: / | E: 11µM* | F: -2% | G: / | H: ? | I: /
> O=C(Nc1ccc(F)cc1F)c1cc2nc3c(c(C(F)(F)F)n2n1)CCCC3
  A: 9% | B: -1 | C: -1% | D: -5% | E: -21% | F: 0% | G: -3% | H: 22% | I: 0%
> COCCNc1ccc(-c2n[nH]c(=O)c3ccccc23)cc1[N+](=O)[O-]
  A: 4% | B: -1&-6 | C: 36% | D: 1% | E: -15% | F: -1% | G: -8% | H: -4% | I: -11%
> CC(C)c1c(O)nc(SCCOc2ccc(Cl)cc2)[nH]c1=O
  A: -20% | B: -9 | C: ? | D: -3% | E: -11% | F: -1% | G: 1% | H: 38%[activator] | I: 0%

Carrying on.
Screens by letter: A = POLK inh; B = LDHA inh; C = APEX1 inh; D = Anesthetic bind; E = POLH inh; F = Glioma ERSR ind; G = Pol beta inh; H = Pol iota inh; I = BLM inh
> COc1cc2c(cc1OC)C(C(C(=O)N(CCc1ccc(OC)c(OC)c1OC)CCc1ccc(OC)c(OC)c1OC)c1ccccc1)=NCC2 (stereo unspecified)
  A: ? | B: 3 | C: -7% | D: -8% | E: / | F: -4%&1% | G: / | H: 15% | I: -28%
> O=C(CCCN1C(=O)S/C(=C\c2ccccc2)C1=O)NNC(=O)c1ccccc1O
  A: -12% | B: -3 | C: -1% | D: -15% | E: -13% | F: -11% | G: ? | H: 39%[activator] | I: -1%
> CCN1CCN(c2ncnc3c2cnn3-c2ccccc2)CC1
  A: 0% | B: -10 | C: -3% | D: -2% | E: -7% | F: 0% | G: 16% | H: -14% | I: -6%
> O=C(NCCSSCCNC(=O)c1ccccc1)c1ccccc1
  A: -19% | B: -2 | C: / | D: / | E: -8% | F: 0% | G: / | H: -2% | I: /
> COc1ccc(/C=C(\C#N)C(=O)c2cccn2C)cc1
  A: 7% | B: 1 | C: -13% | D: -5% | E: -10% | F: 2% | G: 1% | H: -14% | I: -4%
> CC(C)CCNC(=O)CCCn1c(=O)c2cccn2c2ccccc21
  A: -1% | B: -4 | C: / | D: ? | E: -3% | F: -4% | G: 21% | H: 9% | I: 0%
> O=S(=O)(Nc1cc(S(=O)(=O)N2CCOCC2)ccc1N1CCOCC1)c1ccc2c(c1)OCCO2
  A: -11% | B: -18 | C: 0% | D: -12% | E: -12% | F: -5% | G: 2% | H: 19% | I: 2%
> COc1cc(OC)c(NC(=O)C2CCCN(c3ncnc4c3nc3n4CCCCC3)C2)cc1Cl (stereo unspecified)
  A: -11% | B: -7 | C: / | D: 8% | E: -8% | F: -6% | G: -4% | H: -10% | I: -5%
> O=C(NNC(=S)Nc1ccc(Cl)cc1Cl)c1ccncc1
  A: 3% | B: -4 | C: 4% | D: -1% | E: -14% | F: 4% | G: 27% | H: -1% | I: 6%
> CN(C)c1ccc(N/C=C/C(=O)c2ccco2)cc1
  A: -7% | B: 15 | C: 4% | D: ? | E: -15% | F: 0% | G: ? | H: ? | I: -13%
> CC(=O)Nc1cccc(-c2nn[nH]n2)c1
  A: -20% | B: -4 | C: -6% | D: -5% | E: ? | F: -4% | G: -18% | H: -9% | I: -1%
> Cc1oc2ncn(C)c(=O)c2c1C(=O)NCCCN1CCCC(C)C1 (stereo unspecified)
  A: 0% | B: -8 | C: / | D: 3% | E: -6% | F: -3% | G: 27% | H: 20% | I: 5%
> CC(=O)c1ccc(S(=O)(=O)NC2CCSc3ccccc32)cc1 (stereo unspecified)
  A: -23% | B: -3 | C: -6% | D: -6% | E: -5% | F: -4% | G: -27% | H: ? | I: -5%
> O=[N+]([O-])c1cc(S(=O)(=O)N2CCOCC2)ccc1N1CCNCC1
  A: -2% | B: -7 | C: 1% | D: / | E: -4% | F: -1% | G: / | H: -3% | I: /
> CC(C)COCC(O)CC(Cc1ccccc1)C(=O)NN (stereo unspecified)
  A: -16% | B: -7 | C: 2% | D: -17% | E: -16% | F: -3% | G: 23% | H: 79%[activator] | I: -4%

Other structures follow.
Screens by letter: A = POLK inh; B = LDHA inh; C = APEX1 inh; D = Anesthetic bind; E = POLH inh; F = Glioma ERSR ind; G = Pol beta inh; H = Pol iota inh; I = BLM inh
> O=C(Cc1ccc(S(=O)(=O)N2CCOCC2)s1)Nc1ccccc1N1CCOCC1
  A: -11% | B: -9 | C: -7% | D: -13% | E: 4% | F: -4% | G: 5% | H: 184%[activator] | I: -3%
> O=C(CSc1nccc(=O)[nH]1)N1CCN(c2ccccc2)CC1
  A: 1% | B: -9 | C: 0% | D: -1% | E: 2% | F: -9% | G: 22% | H: -15% | I: -1%
> O=Cc1ccc(/C=C2/C=Cc3ccccc32)cc1
  A: -7% | B: 3 | C: / | D: / | E: / | F: -3% | G: / | H: -8% | I: /
> COc1cc([N+](=O)[O-])ccc1NC(=O)Nc1ccc2c(c1)OCCO2
  A: -14% | B: -4 | C: 17% | D: -6% | E: -7% | F: 10% | G: 6% | H: 91%[activator] | I: -4%
> CCCc1nc2ccccc2c(C(=O)OCC(=O)c2ccc3c(c2)NC(=O)CO3)c1CC
  A: -8% | B: 0 | C: 0% | D: -10% | E: -2% | F: -3% | G: 2% | H: 25% | I: -3%
> CCOc1ccc(NC(=O)N[C@@H](Cc2ccccc2)C(=O)O)cc1
  A: 1% | B: -11 | C: 0% | D: -1% | E: -21% | F: -2% | G: 0% | H: 61%[activator] | I: -2%
> COc1ccc(OC)c2c1CC(C)(C)NC2=O
  A: -22% | B: -8 | C: -3% | D: -4% | E: -4% | F: -3% | G: 0% | H: -8% | I: 4%
> Cc1cc(C)c2[nH]c(C(=O)N3CCC(n4nccc4NC(=O)C4CC4)CC3)c(C)c2c1
  A: 1% | B: -7 | C: -4% | D: -7% | E: -19% | F: -6% | G: -13% | H: 12% | I: -3%
> CNCCNC[C@H](Cc1cccc2ccccc12)NCCc1ccccc1
  A: -13% | B: -2 | C: -2% | D: / | E: -6% | F: -1% | G: / | H: 2% | I: /
> CC(c1ccccc1)N(CC(=O)NC1CCCCC1)S(=O)(=O)c1cccc(C(F)(F)F)c1 (stereo unspecified)
  A: -18% | B: -1 | C: -8% | D: -13% | E: ? | F: -5% | G: 1% | H: 12% | I: -11%

Look-ups from the list.
In POLK inh, O=Cc1ccc(/C=C2/C=Cc3ccccc32)cc1 is entered as -7%
In LDHA inh, O=C(CSc1nccc(=O)[nH]1)N1CCN(c2ccccc2)CC1 is entered as -9
In Anesthetic bind, O=C(Cc1ccc(S(=O)(=O)N2CCOCC2)s1)Nc1ccccc1N1CCOCC1 is entered as -13%

Sorted by the number under BLM inh (highest first): some entries from above.
molecule	BLM inh
CCCc1nc2ccccc2c(C(=O)OCC(=O)c2ccc3c(c2)NC(=O)CO3)c1CC	-3%
COc1cc([N+](=O)[O-])ccc1NC(=O)Nc1ccc2c(c1)OCCO2	-4%
CC(c1ccccc1)N(CC(=O)NC1CCCCC1)S(=O)(=O)c1cccc(C(F)(F)F)c1 (stereo unspecified)	-11%

Compound activity from PubChem BioAssay.
